Screens: PubChem, National Center for Advancing Translational Sciences (NCATS)
JMJD2A Tudor inh – blocks the human JMJD2A Tudor domain; 390,000 compounds, 4.4% hits; Potency, µM (series often up to 114 µM), without a hit: top-dose activity change, negative = inhibition, actives largely listed as inhibitors; O75164; AlphaScreen JMJD2A-Tudor / H3K4me3 peptide binding; note: potency is the fitted concentration of half-maximal effect; % is set by controls: 0 for no effect and ±100 for the full control effect; nearly all actives have a fitted effect of over 50% in size
ERG Ets-DNA blk – blocks human ERG Ets domain binding to DNA | fluorescence polarization, His-ERG Ets domain / labelled DNA | Potency, µM (doses to about 76.9 µM), for the others: at the highest dose FP activity, negative = inhibition, actives largely listed as inhibitors | 370,000 compounds, 0.028% hits | AID 624246; active = well fitted inhibition curve with a large enough effect in the polarisation, with a control signal flat; inconclusive = small, poorly fitted or top-dose-only effect, or effect the other way, or a change in a side signal; inactive = no such curve, though single readings can be large or run the other way; the % refers to the polarisation;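 note: polarization taken with two DNA probes labelled with fluorescein and Texas red; potency is the fitted concentration of half-maximal effect; % of control where 0% means no effect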
Target sequence (P11308 whole entry, looked up, the tested form may be a part): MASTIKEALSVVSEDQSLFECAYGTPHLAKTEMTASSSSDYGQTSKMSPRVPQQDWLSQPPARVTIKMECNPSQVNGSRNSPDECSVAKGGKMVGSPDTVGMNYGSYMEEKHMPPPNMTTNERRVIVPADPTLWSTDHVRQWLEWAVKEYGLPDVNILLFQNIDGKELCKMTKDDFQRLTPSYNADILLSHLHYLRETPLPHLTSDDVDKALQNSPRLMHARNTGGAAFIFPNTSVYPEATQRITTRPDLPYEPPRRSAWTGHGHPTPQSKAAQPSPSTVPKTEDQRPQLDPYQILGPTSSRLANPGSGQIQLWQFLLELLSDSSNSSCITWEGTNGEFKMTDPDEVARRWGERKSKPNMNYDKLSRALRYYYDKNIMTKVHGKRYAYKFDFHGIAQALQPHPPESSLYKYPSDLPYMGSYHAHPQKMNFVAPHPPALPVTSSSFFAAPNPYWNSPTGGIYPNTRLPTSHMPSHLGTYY
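His-tagged ERG Ets domain (1 uM in the protein solution; 300mM KCl, 50mM Tris-HCl, 1mM EDTA, 1mM DTT, pH 7.5) received compound, then a probe mix of 5 nM fluorescein-DNA and 100nM Texas-615-DNA. Fluorescence polarization was read for both dyes.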
G9a inh – blocks human histone lysine methyltransferase G9a; G9a H3K9 monomethylation, AlphaScreen, 2 h; Potency, µM (series often up to 102 µM), inactives show top-dose activity, negative = inhibition, hits mostly inhibitors; AID 504332; 350,000 compounds, 8.8% hits; note: potency is the fitted concentration of half-maximal effect; % is set by controls: 0 for no effect and ±100 for the full control effect; nearly all actives have a fitted effect of over 75% in size
Target sequence (Q96KQ7 913-1193 limits assumed): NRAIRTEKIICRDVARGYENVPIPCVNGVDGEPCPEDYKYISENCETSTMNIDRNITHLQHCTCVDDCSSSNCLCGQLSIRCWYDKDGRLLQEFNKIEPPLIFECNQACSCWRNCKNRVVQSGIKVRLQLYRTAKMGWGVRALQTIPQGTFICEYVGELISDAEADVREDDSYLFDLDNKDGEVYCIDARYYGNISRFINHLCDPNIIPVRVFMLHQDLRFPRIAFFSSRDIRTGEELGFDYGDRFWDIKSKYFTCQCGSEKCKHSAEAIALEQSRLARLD
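Methyltransferase reactions run at room temperature for 2 h (20 nM enzyme, 500 nM biotin-H3K9 peptide, 20 uM SAM) after a 15 min compound preincubation; product detected by AlphaScreen beads and anti-H3K9me1 antibody.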
BAZ2B block – inhibitors of human BAZ2B bromodomain; AID 504333; AlphaScreen BAZ2B-H3K14Ac peptide displacement; Q9UIF8; Potency, µM (top dose mostly 114 µM), for the others: top-dose activity change, negative = inhibition, hits mostly inhibitors; 360,000 compounds, 4.4% hits; note: potency is the fitted concentration of half-maximal effect; % is set by controls: 0 for no effect and ±100 for the full control effect; nearly all actives have a fitted effect of over 60% in size
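Inhibition is scored as reduced AlphaScreen emission. The BAZ2B/b-H3(5-23)K14Ac complex (50 nM each) in PBS pH 7.4, 0.01% Tween-20 meets compound (up to 110 uM) for 30 min at RT before bead addition.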
GLS inhibitor – inhibitors of human glutaminase (GLS); GLS enzymatic activity, qHTS titration; Potency, µM (series often up to 45.5 µM), for inactives: at the highest dose activity change, negative = inhibition, hits mostly inhibitors; 410,000 compounds, 0.21% hits; AID 624170; note: potency is the fitted concentration of half-maximal effect; % is set by controls: 0 for no effect and ±100 for the full control effect
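Assay buffer: 45 mM KH2PO4 pH 8.2, 0.02% Tween-20. hKGA acts on L-glutamine (1 mM solution added); product glutamate is reported by an oxidase/peroxidase Amplex Red coupling, with fluorescence taken at baseline and 30 min.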
ALOX12 inh – blocks human arachidonate 12S-lipoxygenase; P18054; purified 12hLO, xylenol orange hydroperoxide absorbance; Potency, µM (series often up to 108 µM), inactives show top-dose activity change, negative = inhibition, most hits filed as inhibitors; 580,000 compounds, 1.1% hits; AID 1671190; note: potency is the fitted concentration of half-maximal effect; % is set by controls: 0 for no effect and ±100 for the full control effect
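Hydroperoxide product was detected by ferrous iron/xylenol orange as the 573 to 405 nm absorbance ratio. Arachidonic acid at 40 uM (final) was turned over for 30 min at room temperature by 150 nM human 12hLO, pH 7.0 Hepes buffer, after 15 min compound preincubation.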
RGS4 inhibitor – human RGS4 inhibition; Transcreener GDP fluorescence polarization, RGS4-accelerated GTP hydrolysis; Potency, µM (highest dose often 114 µM), inactives show top-dose activity change, negative = inhibition, usual class: inhibitors; 390,000 compounds, 0.039% hits; AID 504845; note: potency is the fitted concentration of half-maximal effect; % is set by controls: 0 for no effect and ±100 for the full control effect; nearly all actives have a fitted effect of over 75% in size; some results filed as inactive show a strong effect at the top dose
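MLSMR compounds (23 nl, pin-transferred) preincubated 10 min at room temperature with a 500nM (2x) first reagent, then RGS4 at 900nM (2x) plus Transcreener GDP mix added; fluorescence polarization (620/688 nm) read before and after 90 min at 30 °C.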
HP1b chromo inh – blocks HP1-beta chromodomain binding to methylated histone tails; AlphaScreen HP1-beta / biotin-H3K9me3 peptide binding; AID 540317; Potency, µM (top dose mostly 114 µM), without a hit: top-dose activity change, negative = inhibition, actives largely listed as inhibitors; 390,000 compounds, 0.56% hits; P83916; note: potency is the fitted concentration of half-maximal effect; nearly all actives have a fitted effect of over 70% in size; inactives centre near 23
Target sequence (P83916 whole entry, looked up): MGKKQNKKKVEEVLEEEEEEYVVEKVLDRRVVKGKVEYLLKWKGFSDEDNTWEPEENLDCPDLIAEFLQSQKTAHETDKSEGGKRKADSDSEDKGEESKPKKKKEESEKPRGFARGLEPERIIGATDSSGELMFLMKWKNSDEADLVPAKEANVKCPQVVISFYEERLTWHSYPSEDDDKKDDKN
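HP1-beta protein (50 nM final) preincubated 30 min at room temperature with biotinylated H3(1-18)K9me3 peptide (50 nM) in PBS pH 7.4, 0.01% Tween-20, then compound added for 30 min. AlphaScreen streptavidin donor/nickel chelate acceptor beads (10 ug/mL final), 30 min dark, luminescence read.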
PI4K2A block – inhibitors of human PI4K2A | Q9BTU6 | purified PI4K2A, ADP-Glo luminescence, 1 h; active compounds read low | activity change, negative = inhibition, % at 76.9 µM | 420,000 compounds, 0.13% hits; in the data active = activity change below about -50%; inconclusive = mostly about -30% to -49%;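 note: -100% = wells without enzyme as full effect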
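Compounds are screened against recombinant PI4K2A using PI as substrate and ATP, the latter dispensed at 300 microM. Reactions run one hour at ambient temperature before ADP-Glo detection; full inhibition defined by wells lacking enzyme.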
An asterisk follows results filed as active; ? = inconclusive; . = not tested or not shown; & = joins results of further samples; [ ] = remark or other dose. Unless noted, calls come from the whole dose curve; as a rule, active = well fitted curve in the direction sought with a large enough effect; inconclusive = small, poorly fitted or top-dose-only effect, or another doubt; inactive = no such curve, though single readings can be large; an effect the other way counts as inactive or inconclusive. This is a subset; count on the stated rates, not on these rows.

SMILES | JMJD2A Tudor inh | ERG Ets-DNA blk | G9a inh | BAZ2B block | GLS inhibitor | ALOX12 inh | RGS4 inhibitor | HP1b chromo inh | PI4K2A block
Cc1c(OC(C(=O)O)c2ccccc2)ccc2c1oc(=O)c1ccccc12 (stereo not drawn) | -16% | 3% | -4% | -3% | -11% | -23% | 9% | -6% | 3
CNc1ncnc2c1cnn2C1CCCCO1 (stereo not drawn) | 5% | 8% | . | . | 3% | 12% | 3% | 40%[activator] | -1
CCCCCn1c(=O)[nH]c2cc(C(=O)NCCCN3CCCCC3CC)ccc2c1=O (stereo not drawn) | -13% | 0% | 9% | 2% | -11% | -4% | 14% | -19% | 1
O=C(CN1CCN(S(=O)(=O)c2ccc(F)cc2)CC1)NC1CCCC1 | 1% | -3% | ? | -4% | -5% | 0% | -3% | 25% | 5
O=C(COc1ccccc1)NC1CCCCC1 | -16% | 12% | -1% | 5% | 5% | -8% | -15% | 36% | -11
CCn1c(C(=O)N2CCC(C(=O)NCCc3ccccc3)CC2)cc2sccc21 | -8% | 4% | ? | 1% | 1% | -14% | -4% | 24% | -1
Cc1[nH]n(-c2nc(-c3ccc(Cl)cc3)cs2)c(=O)c1N=Nc1ccc(O)cc1 | -29%[11.4 µM] | 8% | . | ? | 0% | -10% | ? | -21% | -23
COc1ccc(CCN2C(=O)CC(N3CCOCC3)C2=O)cc1 (stereo not drawn) | -29% | 10% | 11%[59 µM] | -7% | -4% | -23% | 12% | 12% | 1
COc1ccc(/C=N\NC(=O)c2ccccc2OC)cc1COc1c(F)c(F)c(F)c(F)c1F | -5% | 8% | . | 2% | 6% | -4% | -8% | 40%[activator] | -2
O=C(CC(=O)Nc1ccc(F)cc1F)Nc1ccc(F)cc1F | -3% | -6% | 5% | -35% | -3% | -10% | 24% | 35%[activator] | -4
COc1ccccc1CNC(=O)CCS(=O)(=O)c1ccc2c(c1)oc(=O)n2C | -8% | -1% | -7%[59 µM] | 8%[57.1 µM] | 1% | -14% | -2% | 11% | -1
N#Cc1ccccc1NC(=O)CSc1nnc(-c2ccccc2)n1-c1ccccc1 | 1% | 5% | ? | 3% | 5% | 0% | 5% | 28% | 4

A different layout for some results above:
Structure	JMJD2A Tudor inh	ERG Ets-DNA blk	G9a inh	BAZ2B block	GLS inhibitor	ALOX12 inh	RGS4 inhibitor	HP1b chromo inh	PI4K2A block
Cc1c(OC(C(=O)O)c2ccccc2)ccc2c1oc(=O)c1ccccc12 (stereo not drawn)	-16%	3%	-4%	-3%	-11%	-23%	9%	-6%	3
CNc1ncnc2c1cnn2C1CCCCO1 (stereo not drawn)	5%	8%	.	.	3%	12%	3%	40%[activator]	-1
CCCCCn1c(=O)[nH]c2cc(C(=O)NCCCN3CCCCC3CC)ccc2c1=O (stereo not drawn)	-13%	0%	9%	2%	-11%	-4%	14%	-19%	1
O=C(CN1CCN(S(=O)(=O)c2ccc(F)cc2)CC1)NC1CCCC1	1%	-3%	?	-4%	-5%	0%	-3%	25%	5
O=C(COc1ccccc1)NC1CCCCC1	-16%	12%	-1%	5%	5%	-8%	-15%	36%	-11
CCn1c(C(=O)N2CCC(C(=O)NCCc3ccccc3)CC2)cc2sccc21	-8%	4%	?	1%	1%	-14%	-4%	24%	-1
Cc1[nH]n(-c2nc(-c3ccc(Cl)cc3)cs2)c(=O)c1N=Nc1ccc(O)cc1	-29%[11.4 µM]	8%	.	?	0%	-10%	?	-21%	-23
COc1ccc(CCN2C(=O)CC(N3CCOCC3)C2=O)cc1 (stereo not drawn)	-29%	10%	11%[59 µM]	-7%	-4%	-23%	12%	12%	1
COc1ccc(/C=N\NC(=O)c2ccccc2OC)cc1COc1c(F)c(F)c(F)c(F)c1F	-5%	8%	.	2%	6%	-4%	-8%	40%[activator]	-2
O=C(CC(=O)Nc1ccc(F)cc1F)Nc1ccc(F)cc1F	-3%	-6%	5%	-35%	-3%	-10%	24%	35%[activator]	-4

Additional results.
SMILES | JMJD2A Tudor inh | ERG Ets-DNA blk | G9a inh | BAZ2B block | GLS inhibitor | ALOX12 inh | RGS4 inhibitor | HP1b chromo inh | PI4K2A block
O=C(Nc1ccc(F)cc1)/C(Cl)=C/c1ccccc1 | 5% | -9% | 28% | -3% | -8% | -6% | -13% | 0% | -10
COc1ccc2c(c1OC)C(=O)N(c1ccc(O)cc1)C2 | 0% | -7% | 9% | -18% | ? | -1% | -35% | 17% | -3
COc1ccc(-c2nc3scc(CCNS(=O)(=O)c4ccc5c(c4)OCCO5)n3n2)cc1OC | -9% | -3% | -23%[59 µM] | -10% | 1% | ? | 5% | 24% | -3
CO/C([O-])=N/c1c[n+](-c2ccc(C)cc2)no1 | -23% | -2% | 20µM* | 7% | 12% | ? | -45% | 32% | 6
CCn1cnc2sc(C(=O)Oc3ccc(Br)cc3)c(C)c2c1=O | -5%[57.1 µM] | -2% | -4%[59 µM] | -2% | -5% | -1% | 8% | 43%[activator] | -2
Cc1ncc(CO)c2c1Oc1nc(-c3ccc(F)cc3)nc(SCC(=O)N3CCCCC3)c1C2 | -9% | -4% | -8%[59 µM] | -22% | 2% | 3% | -22% | 31% | 1
COc1ccc(CN(C)C(=O)Cc2ccc(OC)c(S(=O)(=O)N3CCOCC3)c2)cc1 | -13% | 4% | -30%[0.501 µM] | -35% | -6% | -5% | -1% | 39%[activator] | 1
Cc1ccc(NCc2nnc3n2CCCCC3)cc1 | -8% | . | -21% | 5% | 5% | 6%[57.4 µM] | 14% | 11% | 1
COc1ccc2nc3n(c(=O)c2c1)-c1ccc(Cl)cc1C(=O)NC3Cc1ccc(O)cc1 (stereo not drawn) | -25% | -6% | . | . | 2% | -17% | 17% | 20% | 0
Fc1cccc(NC(=S)Nc2cccc3ccccc23)c1 | -14% | -2% | 27% | -26% | -5% | ? | -52% | 0% | 11
COCCCNc1c2c3c(cccc3[nH]c1=O)C(=O)c1ccccc1-2 | 17% | 7.1µM* | -11% | 6% | 18% | ? | 6% | 76%[activator] | 17
CCCCCc1cc(=O)oc2c(C(CCN3CCCC3)c3ccc(N(C)C)cc3)c(OC)cc(OC)c12 (stereo not drawn) | 11µM* | 7% | ? | 8.9µM* | 16% | -29% | -13% | ? | -1
CCS(=O)(=O)N1CCC(C(=O)NCc2ccc(OC)cc2OC)CC1 | -11% | 4% | 1% | 0% | -11% | -2% | 11%[56.9 µM] | 35%[activator] | -5
COc1cc(/C=N/NC(=S)Nc2cccc(C(=O)O)c2)cc(OC)c1OC | 12%[57.1 µM] | 0% | 20%[59 µM] | -13% | 27% | ? | -1% | 18% | 0
CCOc1ccc(S(=O)(=O)N2CCOCC2)cc1NC(=O)Cc1c(F)cccc1Cl | -4% | 5% | -21% | -4% | -1% | 13% | -23% | 51%[activator] | -3
Cc1cccc(NC(=O)c2oc3ccccc3c2NC(=O)Cc2coc3cc(C)cc(C)c23)c1 | -12% | -4% | 1%[59 µM] | -4% | 4% | -11% | 14% | 21% | -1
CC(=O)OCC(=O)C1(O)CCC2C3CCC4=CC(=O)CCC4(C)C3(F)C(O)CC21C (stereo not drawn) | -8% | -8% | . | . | 0%&-1% | 11% | 10% | 21% | 0
COC(=O)c1ccc2c(=O)n(Cc3ccc4c(c3)OCO4)c(=S)[nH]c2c1 | -10% | -2% | 24% | -4% | 7% | 6% | -4% | 45%[activator] | 0
c1ccc(CN2CCN(c3ncccn3)CC2)cc1 | 4.5µM* | 4% | 25µM* | ? | 1% | ? | -3% | -31% | 1
Cc1ccc(NC(=O)CN2C(=O)COc3ccc(S(=O)(=O)N4CCCCCC4)cc32)cc1Cl | 10% | 14% | 28%[59 µM] | 0% | 7% | -16% | -12% | 62%[activator] | -6
CCOc1ccc(N(C)S(=O)(=O)c2ccc3[nH]cc(C(=O)NCCOC)c(=O)c3c2)cc1 | -3% | -3% | -34% | -5% | 1% | -15% | -3% | 30% | 0
COc1ccc(C(=O)NNC(=O)OC(C)(C)C)cc1 | -8%[11.4 µM] | 0% | 19% | 2% | 5% | 15% | -2%[11.4 µM] | 52%[activator] | -3
CC(C)CC(c1nnnn1Cc1ccc2c(c1)OCO2)N1CCC(C(N)=O)CC1 (stereo not drawn) | -22% | -1% | . | -6% | 0% | 4% | 8% | -2% | 1
Cc1noc(C)c1S(=O)(=O)N(C)C[C@H]1Oc2ccc(NC(=O)Cn3cnnn3)cc2C(=O)N([C@H](C)CO)C[C@@H]1C | -9% | -6% | . | . | -1% | -8% | 2% | 45%[activator] | -3
